# NSD2 block: inhibitors of human NSD2, primary screen, biochemical, plate reader, single point; inhibition, % at 12.5 µM; NSD2-SET H3K36me1 DELFIA fluorescence; AID 624260, 2012; 44,000 tested, 0.07% active; Histone-lysine N-methyltransferase NSD2 (Homo sapiens), O96028; in the data active means inhibition above about 54%, passing the limit was not always enough;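 further: inhibitors reduce the monomethyl H3K36 fluorescence signal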
# Target sequence (O96028 whole entry, looked up): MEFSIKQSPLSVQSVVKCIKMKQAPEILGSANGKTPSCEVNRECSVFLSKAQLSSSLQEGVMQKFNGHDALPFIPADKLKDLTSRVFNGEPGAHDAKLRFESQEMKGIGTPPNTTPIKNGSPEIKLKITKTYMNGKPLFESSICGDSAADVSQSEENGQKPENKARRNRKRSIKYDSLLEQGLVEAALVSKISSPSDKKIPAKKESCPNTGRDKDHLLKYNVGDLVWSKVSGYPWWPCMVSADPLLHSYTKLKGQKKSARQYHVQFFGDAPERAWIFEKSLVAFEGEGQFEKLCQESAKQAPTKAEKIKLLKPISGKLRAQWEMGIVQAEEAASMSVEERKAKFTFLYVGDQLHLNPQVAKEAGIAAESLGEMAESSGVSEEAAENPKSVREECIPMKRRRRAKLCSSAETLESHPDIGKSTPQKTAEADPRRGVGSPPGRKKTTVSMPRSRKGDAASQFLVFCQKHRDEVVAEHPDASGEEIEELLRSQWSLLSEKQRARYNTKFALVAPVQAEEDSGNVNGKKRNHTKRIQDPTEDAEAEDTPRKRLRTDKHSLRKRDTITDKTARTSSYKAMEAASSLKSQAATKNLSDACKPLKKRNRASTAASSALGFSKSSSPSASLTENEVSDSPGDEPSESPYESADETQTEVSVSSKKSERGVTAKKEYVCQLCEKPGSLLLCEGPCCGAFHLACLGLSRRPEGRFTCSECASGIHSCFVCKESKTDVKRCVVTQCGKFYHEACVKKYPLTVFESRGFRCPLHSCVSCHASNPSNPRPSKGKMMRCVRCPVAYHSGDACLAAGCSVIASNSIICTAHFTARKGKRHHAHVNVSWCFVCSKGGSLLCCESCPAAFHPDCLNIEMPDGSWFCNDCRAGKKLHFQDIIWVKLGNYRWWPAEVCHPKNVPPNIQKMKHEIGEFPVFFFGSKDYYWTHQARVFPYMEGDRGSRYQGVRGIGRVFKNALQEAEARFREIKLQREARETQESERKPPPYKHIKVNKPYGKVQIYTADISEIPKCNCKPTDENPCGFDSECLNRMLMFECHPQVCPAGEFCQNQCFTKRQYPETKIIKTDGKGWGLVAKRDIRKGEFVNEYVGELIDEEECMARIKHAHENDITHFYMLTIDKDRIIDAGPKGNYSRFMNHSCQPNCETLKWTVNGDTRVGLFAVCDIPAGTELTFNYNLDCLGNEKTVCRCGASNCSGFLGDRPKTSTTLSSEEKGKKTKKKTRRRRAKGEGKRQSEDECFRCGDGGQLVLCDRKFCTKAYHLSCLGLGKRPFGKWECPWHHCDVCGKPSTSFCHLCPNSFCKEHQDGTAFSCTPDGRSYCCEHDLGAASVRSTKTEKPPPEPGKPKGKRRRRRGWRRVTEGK
# * marks the source's active call; other numbers are inactive results. The list is partial; count on the stated rates, not on these rows.
SMILES,NSD2 block
C[C@@H]1CN([C@H](C)CO)S(=O)(=O)c2ccc(C3=CCCC3)cc2O[C@H]1CN(C)Cc1ccccn1,6.2
C[C@@H]1CN([C@@H](C)CO)C(=O)c2cc(NC(=O)Nc3ccc4c(c3)OCO4)ccc2O[C@H]1CN(C)S(=O)(=O)c1cn(C)cn1,2.8
Cc1ccc(S(=O)(=O)N(C)C[C@H]2OCCCC[C@H](C)Oc3ccc(NC(=O)Nc4ccccc4)cc3C(=O)N([C@@H](C)CO)C[C@H]2C)cc1,-5.1
CC(C)NC(=O)N[C@H]1C=C[C@H](CC(=O)NC2Cc3ccccc3C2)O[C@@H]1CO,4.2
Cc1ccc(-c2cnc3c(c2)C(=O)N([C@@H](C)CO)C[C@H](C)[C@H](CN(C)C(=O)Cc2cccnc2)O3)cc1,-2.4
C[C@@H]1CCCCO[C@@H](CN(C)Cc2ccc(C(=O)O)cc2)[C@H](C)CN([C@H](C)CO)C(=O)c2cc(NC(=O)Nc3ccc(C(F)(F)F)cc3)ccc2O1,-4.0
C[C@H]1CCCCO[C@H](CN(C)Cc2ccncc2)[C@@H](C)CN([C@@H](C)CO)C(=O)c2cc(NS(C)(=O)=O)ccc2O1,9.5
COc1ccc(S(=O)(=O)N(C)C[C@@H]2Oc3c(NS(=O)(=O)c4cccs4)cccc3C(=O)N([C@@H](C)CO)C[C@@H]2C)cc1,-2.4
COc1cccc(NC(=O)N(C)C[C@@H]2Oc3cc(-c4cccc(C(=O)N(C)C)c4)ccc3S(=O)(=O)N([C@@H](C)CO)C[C@H]2C)c1,1.0
C[C@H]1CCCCO[C@@H](CN(C)Cc2ccncc2)[C@@H](C)CN([C@@H](C)CO)C(=O)c2cc(NC(=O)Nc3ccccc3)ccc2O1,-1.3
COc1ccc(S(=O)(=O)Nc2cccc3c2O[C@H](CN(C)S(=O)(=O)c2ccc(Cl)cc2)[C@@H](C)CN([C@@H](C)CO)C3=O)cc1,0.9
COc1ccccc1-c1ccc2c(c1)O[C@H](CN(C)C)[C@H](C)CN([C@@H](C)CO)S2(=O)=O,5.9
CC(=O)O[C@H]1C[C@@]2(C)[C@@H](CC[C@H]3[C@@]4(C)C=CC(=O)[C@@H](C)[C@@H]4[C@H](OC(C)=O)C(=O)[C@@]32C)/C1=C(\CCC=C(C)C)C(=O)O,-6.1
C[C@H]1CN([C@@H](C)CO)C(=O)c2cc(NC(=O)Nc3ccccc3)ccc2O[C@H]1CN(C)S(=O)(=O)c1ccccc1,3.0
C[C@@H]1CN([C@@H](C)CO)C(=O)c2cccc(NS(=O)(=O)c3ccc(Cl)cc3)c2O[C@@H]1CN(C)S(C)(=O)=O,0.0

# A draw from above in order of count of non-hydrogen atoms, low to high:
SMILES,NSD2 block
CC(C)NC(=O)N[C@H]1C=C[C@H](CC(=O)NC2Cc3ccccc3C2)O[C@@H]1CO,4.2
COc1ccccc1-c1ccc2c(c1)O[C@H](CN(C)C)[C@H](C)CN([C@@H](C)CO)S2(=O)=O,5.9
C[C@@H]1CN([C@@H](C)CO)C(=O)c2cccc(NS(=O)(=O)c3ccc(Cl)cc3)c2O[C@@H]1CN(C)S(C)(=O)=O,0.0
Cc1ccc(-c2cnc3c(c2)C(=O)N([C@@H](C)CO)C[C@H](C)[C@H](CN(C)C(=O)Cc2cccnc2)O3)cc1,-2.4
COc1ccc(S(=O)(=O)N(C)C[C@@H]2Oc3c(NS(=O)(=O)c4cccs4)cccc3C(=O)N([C@@H](C)CO)C[C@@H]2C)cc1,-2.4
COc1cccc(NC(=O)N(C)C[C@@H]2Oc3cc(-c4cccc(C(=O)N(C)C)c4)ccc3S(=O)(=O)N([C@@H](C)CO)C[C@H]2C)c1,1.0

# Next results:
SMILES,NSD2 block
COc1ccccc1S(=O)(=O)N[C@@H]1CC[C@H](CC(=O)N2CCCCC2)O[C@H]1CO,1.4
COCC(=O)N(C)C[C@H]1Oc2cc(-c3ccc(C)cc3)ccc2S(=O)(=O)N([C@@H](C)CO)C[C@H]1C,-1.3
Cc1noc(C)c1NC(=O)N(C)C[C@H]1Oc2ccc(NS(=O)(=O)c3cn(C)cn3)cc2C(=O)N([C@@H](C)CO)C[C@@H]1C,0.8
C[C@@H]1CN([C@@H](C)CO)C(=O)Cc2cc(NC(=O)Cc3cn(C)c4ccccc34)ccc2O[C@H]1CN(C)C(=O)Nc1cccc2ccccc12,6.7
Cc1ccnc(NCc2ccc(N(C)C)cc2)c1,4.8
C[C@@H]1CN([C@@H](C)CO)C(=O)Cc2cc(NS(=O)(=O)c3ccccc3)ccc2O[C@@H]1CN(C)Cc1ccc(C(=O)Nc2ccccc2N)cc1,0.1
C[C@H](CO)N1C[C@H](C)[C@@H](CN(C)C(=O)Nc2ccc(F)cc2)Oc2ccc(NC(=O)CCN3CCOCC3)cc2CC1=O,-0.7
COc1ccc(NC(=O)N(C)C[C@H]2Oc3cc(C#CCC(C)C)ccc3S(=O)(=O)N([C@@H](C)CO)C[C@@H]2C)cc1,-1.8
C[C@@H]1CN([C@@H](C)CO)S(=O)(=O)c2ccc(C3=CCCC3)cc2O[C@H]1CN(C)Cc1ccccc1F,15.7
COc1ccc(SCc2cc3c(F)c(F)c(F)c(F)c3o2)cc1,-0.3
C[C@@H]1CN([C@H](C)CO)S(=O)(=O)c2ccc(Br)cc2O[C@H]1CN(C)Cc1ccccn1,-2.9
CC(=O)N(C)C[C@H]1Oc2cc(C#Cc3ccncc3)ccc2S(=O)(=O)N([C@@H](C)CO)C[C@H]1C,5.7
CN1CCN(C(=O)C[C@@H]2CC[C@H](NC(=O)c3ccc4c(c3)OCO4)[C@H](CO)O2)CC1,17.1
Cc1ccc(S(=O)(=O)Nc2ccc3c(c2)C(=O)N([C@H](C)CO)C[C@H](C)[C@H](CN(C)S(=O)(=O)c2cccs2)O3)cc1,-1.3
C[C@@H]1CN([C@@H](C)CO)C(=O)c2cc(NS(C)(=O)=O)ccc2O[C@H]1CN(C)Cc1ccccc1,-3.3
CCOc1ccc(-n2cnnn2)cc1S(=O)(=O)NCc1ccccc1,-7.5
CC(=O)N(C)C[C@@H]1Oc2ncc(C#CC(C)(C)O)cc2C(=O)N([C@H](C)CO)C[C@@H]1C,-3.0
COc1ccc(S(=O)(=O)Nc2ccc3c(c2)CC(=O)N([C@H](C)CO)C[C@@H](C)[C@H](CN(C)Cc2ccc(-c4ccccc4)cc2)O3)cc1,-1.0
CCc1nnc(NS(=O)(=O)c2ccc(N)cc2)s1,-1.2
C[C@@H]1CCCCO[C@@H](CN(C)S(C)(=O)=O)[C@@H](C)CN([C@H](C)CO)C(=O)c2cc(NC(=O)CCC(F)(F)F)ccc2O1,8.3
COc1ccc(Cn2c(C)cc(O)cc2=O)cc1OC,3.8
C[C@H]1CN([C@@H](C)CO)C(=O)c2cccc(NC(=O)C3CCCCC3)c2O[C@@H]1CN(C)C(=O)Nc1cccc2ccccc12,6.3
O=C(C[C@H]1C[C@@H]2c3cc(NS(=O)(=O)c4ccccc4)ccc3O[C@@H]2[C@@H](CO)O1)NC1CCCCC1,12.4
C[C@H](CO)N1C[C@H](C)[C@@H](CN(C)C)Oc2ncc(C#CC3CCCCC3)cc2C1=O,-1.5
Cc1noc(C)c1NC(=O)Nc1ccc2c(c1)C(=O)N([C@@H](C)CO)C[C@@H](C)[C@@H](CN(C)C(=O)Cc1ccccc1)OCCCC[C@@H](C)O2,28.1
COc1cccc(NC(=O)N(C)C[C@@H]2Oc3cc(-c4ccccc4OC)ccc3S(=O)(=O)N([C@@H](C)CO)C[C@H]2C)c1,-0.6
C[C@@H]1CN([C@@H](C)CO)C(=O)Cc2cc(NS(C)(=O)=O)ccc2O[C@H]1CN(C)C,-2.9
C[C@@H]1CN([C@@H](C)CO)C(=O)Cc2cc(NC(=O)CCN3CCOCC3)ccc2O[C@@H]1CN(C)CC1CC1,4.6
C[C@@H]1CN([C@@H](C)CO)C(=O)c2cc(-c3ccc(C(=O)N(C)C)cc3)cnc2O[C@@H]1CN(C)C(=O)C1CC1,28.7
COc1ccc(NC(=O)N(C)C[C@@H]2Oc3c(NC(=O)c4cc(C)nn4C)cccc3C(=O)N([C@H](C)CO)C[C@H]2C)cc1,1.6
COCC(=O)N(C)C[C@H]1Oc2cc(-c3ccccc3F)ccc2S(=O)(=O)N([C@H](C)CO)C[C@@H]1C,-25.0
C[C@@H]1CCCCO[C@H](CN(C)Cc2ccccc2)[C@@H](C)CN([C@H](C)CO)C(=O)c2cc(NC(=O)c3ccncc3)ccc2O1,-8.1
C[C@H](CO)N1C[C@H](C)[C@H](CN(C)C(=O)Nc2ccc3c(c2)OCO3)Oc2ccc(NS(C)(=O)=O)cc2CC1=O,4.6
CNC[C@H]1Oc2c(N)cccc2C(=O)N([C@H](C)CO)C[C@@H]1C,-2.3
C[C@@H]1CN([C@H](C)CO)C(=O)c2cccc(NC(=O)NC3CCCCC3)c2O[C@H]1CN(C)S(=O)(=O)c1ccc(F)cc1,-6.0
COC(=O)N(C)C[C@H]1OCc2cn(nn2)CCCC(=O)N([C@@H](C)CO)C[C@@H]1C,-3.9
Cc1ccc(S(=O)(=O)Nc2ccc3c(c2)CC(=O)N([C@H](C)CO)C[C@H](C)[C@@H](CN(C)S(=O)(=O)c2cccs2)O3)cc1,0.3
Cc1noc(C)c1NC(=O)Nc1ccc2c(c1)C(=O)N([C@@H](C)CO)C[C@H](C)[C@H](CN(C)S(=O)(=O)c1cccs1)OCCCC[C@@H](C)O2,0.8
C[C@H]1CCCCO[C@H](CN(C)Cc2ccccc2)[C@@H](C)CN([C@@H](C)CO)C(=O)c2cc(NC(=O)NC3CCCCC3)ccc2O1,4.2
O=C(NCCCCCCNC(=O)ON=C1CCCCC1)ON=C1CCCCC1,4.6
CCC(=O)N(C)C[C@H]1Oc2ncc(-c3ccc(C)cc3)cc2C(=O)N([C@H](C)CO)C[C@H]1C,10.4
COC(=O)CCCCCCC(=O)N/N=C/c1ccc(-c2ccccc2)c(F)c1,7.6
C[C@H]1CN([C@@H](C)CO)C(=O)c2cc(NS(=O)(=O)c3ccc(Cl)cc3)ccc2O[C@@H]1CN(C)C(=O)Nc1ccc(F)cc1,-0.5
C[C@H](CO)N1C[C@H](C)[C@@H](CN(C)C(=O)Nc2ccccc2)Oc2ccc(NC(=O)NC3CCCCC3)cc2CC1=O,-1.8
Cc1ccc(S(=O)(=O)Nc2ccc3c(c2)CC(=O)N([C@@H](C)CO)C[C@H](C)[C@@H](CN(C)C(=O)Nc2ccccc2)O3)cc1,1.2
COc1ccc(CN(C)C[C@H]2Oc3ccc(NC(=O)C4CC4)cc3C(=O)N([C@@H](C)CO)C[C@H]2C)cc1,6.1
C/C=C/c1ccc2c(c1)O[C@@H](CN(C)C(=O)c1cccc(F)c1)[C@H](C)CN([C@@H](C)CO)S2(=O)=O,-0.4
C[C@@H]1CN([C@@H](C)CO)C(=O)c2cccc(NC(=O)C3CCOCC3)c2O[C@@H]1CN(C)Cc1ccc(Cl)c(Cl)c1,-1.2
C[C@H](NC(=O)C[C@H]1C[C@H]2c3cc(NC(=O)Cc4ccncc4)ccc3O[C@H]2[C@H](CO)O1)c1ccccc1,-1.6
COc1ccc(S(=O)(=O)Nc2ccc3c(c2)C(=O)N([C@H](C)CO)C[C@@H](C)[C@@H](CN(C)CC2CCCCC2)OCCCC[C@@H](C)O3)cc1,-2.9
COC(=O)CCCCCCC(=O)N/N=C/c1cc(OC)c(O)cc1Br,0.7
C[C@@H]1CN([C@H](C)CO)C(=O)c2cc(N(C)C)ccc2O[C@@H]1CN(C)C,4.8
CO[C@@H](CN(C)Cc1ccc2c(c1)OCO2)[C@H](C)CN(C(=O)c1ccccc1)[C@@H](C)CO,1.7
C[C@H](CO)N1C[C@H](C)[C@@H](CN(C)Cc2ccc(C(F)(F)F)cc2)Oc2c(NS(=O)(=O)c3ccc(Cl)cc3)cccc2C1=O,6.6
C[C@H]1CN([C@@H](C)CO)C(=O)Cc2cc(NC(=O)Nc3ccccc3)ccc2O[C@@H]1CN(C)C(=O)Nc1ccccc1,-4.7
C[C@@H]1CN([C@H](C)CO)C(=O)c2cc(NC(=O)Cn3cnnn3)ccc2O[C@@H]1CN(C)S(C)(=O)=O,-0.5
C[C@@H]1CCCCO[C@@H](CN(C)C(=O)Nc2ccc(C(F)(F)F)cc2)[C@H](C)CN([C@@H](C)CO)C(=O)c2cc(NC(=O)NC3CCCCC3)ccc2O1,-3.9
CNC[C@H]1Oc2ccc(NS(=O)(=O)c3ccc(OC)cc3)cc2CC(=O)N([C@H](C)CO)C[C@@H]1C,0.6
COCC#Cc1cnc2c(c1)C(=O)N([C@@H](C)CO)C[C@H](C)[C@H](CN(C)S(=O)(=O)c1cn(C)cn1)O2,-0.1
Cc1noc(C)c1NC(=O)Nc1ccc2c(c1)C(=O)N([C@H](C)CO)C[C@H](C)[C@H](CN(C)C)O2,-0.6
# Remaining list, next part:
SMILES,NSD2 block
C[C@@H]1CN([C@H](C)CO)S(=O)(=O)c2ccc(C#C[C@@H](C)O)cc2O[C@H]1CN(C)C(=O)CN(C)C,-0.4
Cc1noc(C)c1S(=O)(=O)Nc1ccc2c(c1)C(=O)N([C@@H](C)CO)C[C@@H](C)[C@H](CN(C)C(=O)Nc1cccc3ccccc13)OCCCC[C@@H](C)O2,-1.6
CCC(=O)N(C)C[C@@H]1Oc2cc(-c3ccccc3)ccc2S(=O)(=O)N([C@@H](C)CO)C[C@@H]1C,-0.1
C[C@H]1CN([C@@H](C)CO)C(=O)Cc2cc(NS(=O)(=O)c3ccccc3)ccc2O[C@H]1CN(C)S(C)(=O)=O,-3.8
C[C@H](CO)N1C[C@H](C)[C@@H](CN(C)Cc2ccccn2)Oc2cc(C#CC3CC3)ccc2S1(=O)=O,3.3
C[C@@H]1CN([C@@H](C)CO)C(=O)c2cc(Br)cnc2O[C@@H]1CN(C)CC1CCCC1,6.1

# Two records drawn at random from those above:
SMILES,NSD2 block
C[C@@H]1CN([C@H](C)CO)C(=O)c2cc(NC(=O)Cn3cnnn3)ccc2O[C@@H]1CN(C)S(C)(=O)=O,-0.5
Cc1ccc(S(=O)(=O)Nc2ccc3c(c2)CC(=O)N([C@@H](C)CO)C[C@H](C)[C@@H](CN(C)C(=O)Nc2ccccc2)O3)cc1,1.2

# High-throughput results deposited in PubChem by Broad Institute.
